p53ts 32C kill – p53ts cell cytotoxicity, permissive temperature; H1299-p53A138V at 32C, ATP luminescence viability, 24 h; Potency, µM (top dose mostly 46.1 µM), for the others: top-dose activity change, negative = cytotoxicity, hits mostly cytotoxic; 0.93% of 130,000 active;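 also: 0% = DMSO and -100% = full killing by reference compound; nearly all actives have a fitted effect of over 55% in size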
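H1299-p53 A138V cells (temperature-sensitive p53) exposed 24 h to up to 46 uM compound at 32C, where p53 is wild-type in conformation. Viability read as ATP luminescence and normalised to DMSO and 100 uM tamoxifen. AC50 fitted with the Hill equation.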
p53ts 39C kill – cytotoxicity in p53ts cells at nonpermissive temperature | H1299-p53A138V viability at 39C, ATP luminescence, 24 h | Potency, µM (highest dose often 46.1 µM), for inactives: at the highest dose activity change, negative = cell killing, actives largely listed as cytotoxic | 1.5% of 130,000 active; also: nearly all actives have a fitted effect of over 55% in size
IkB sig inh – suppresses IkB signaling in ABC-DLBCL reporter cells. ABC-DLBCL IkBa-CBG/CBR dual luciferase ratio, 4 h; response scale: scaled: untreated 0%, proteasome inhibitor 100%. Potency, µM (highest dose often 57.1 µM), without a hit: at the highest dose IkBa stabilization activation. 0.04% of 110,000 active. AID 445; active = well fitted curve in the direction sought with a large enough effect in the signal ratio, not every such curve was filed as active; inconclusive = small, poorly fitted or top-dose-only effect, or a change in a side signal; the % refers to the signal ratio;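 also: the direction sought is a rising ratio; 0% = basal untreated cells and 100% = reference inhibitor full response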
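Curves were fitted separately to fusion (green), unfused (red) and ratio luminescence, then classed by r2, magnitude and activity. Cells: OCI-Ly3, 4 h compound plus doxycycline at 37C; 10 uM MG-132 defined full response.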
Peg3 imprint – inducers of genomic imprint erasure in mouse ES cells; AID 1948; mouse ES Peg3-LacZ reporter, beta-gal luminescence, 40 h; 0.02% of 110,000 active; Potency, µM (highest dose often 60.7 µM), for inactives: at the top dose activity change, positive = activation, most hits filed as activators;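 also: 0% = negative control wells on the plate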
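Readout: BetaGlo luminescence (5 min, room temp) for LacZ from the normally silent maternal Peg3 allele in female Peg3LacZ-Neo ES cells. Cells 300/well, 40 h, 37C, 5% CO2. Data normalized per plate to negative controls.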
An asterisk follows results filed as active; ? = inconclusive; . = not tested or not shown; & = joins results of further samples; [ ] = another dose, or the depositor's remark. Unless noted, calls follow the shape of the dose curve; as a rule, active = well fitted curve in the direction sought with a large enough effect; inconclusive = small, poorly fitted or top-dose-only effect, or another doubt; inactive = no such curve, though single readings can be large; an effect the other way counts as inactive or inconclusive. Unless noted, % is scaled to controls: 0 for no effect and ±100 for the full control effect; potency is read from the fitted curve at half-maximal effect.

SMILES	p53ts 32C kill	p53ts 39C kill	IkB sig inh	Peg3 imprint
COc1cccc(-n2c(=O)c3sccc3n(Cc3cc(=O)n4cc(Cl)ccc4n3)c2=O)c1	19%	2%	-3.2%	-7%[10.9 µM]
O=C(NN1CCOCC1)c1cccc2ccccc12	-1%	-12%	.	.
COC(=O)C(C#N)c1nc2ccccc2nc1N1CCN(Cc2ccc3c(c2)OCO3)CC1 (stereo not drawn)	6%	6%	-0.8%	-4%
CC(C)(C)OC(=O)N1CCC(C(N)=O)CC1	-4%	-2%	0.9%	10%
Cc1csc(NC(=O)CSc2nnc(Cc3cccn3C)n2-c2ccc(F)cc2)n1	-8%	3%	3.0%	-4%
CCOC(=O)N1CCC(NC(=O)c2cc3sccc3n2CC)CC1	1%	-2%	.	.
COc1cc(NC(=O)c2ccco2)ccc1NC(=O)c1ccccc1Cl	4%	1%	-1.6%	-8%
O=C(N[C@@H](c1ccccc1)[C@@H]1C[C@H]1C(=O)NCc1ccccc1)OCc1ccccc1	-19%	-18%	.	-14%
O=C(NCCC1=CCCCC1)C1CCCN(S(=O)(=O)c2cccnc2)C1 (stereo not drawn)	4%	-1%	-1.4%	-14%
CCOc1ccc(CN(CCO)CCO)cc1C(=O)OC	-1%	-13%	-1.5%	-17%
Cc1ccc2nc(N3CCC(C(=O)O)CC3)nc(-c3ccccc3)c2c1	-8%	11%	?	-10%
CC[C@@H](c1ccccc1)n1c(=O)n2n(c1=O)[C@H]1[C@H](O)[C@H]3O[C@@H]3/C(=N/OC[C@@H](O)COCc3ccco3)[C@@H]1CC2	10%[9.22 µM]	-6%[9.22 µM]	.	.
O=c1c(O)c(-c2ccc(O)cc2)oc2ccc(O)cc12	17%	16%	?	-15%
Cc1cccc(NS(=O)(=O)c2ccc3c(c2)C(C)(C)C(=O)N3C)c1	2%	1%	0.4%	-10%[10.9 µM]
O=C(CSc1oc(-c2ccco2)nc1S(=O)(=O)c1ccccc1)NCC1CCCO1 (stereo not drawn)	13%	13%	-0.2%	-10%
O=C1CCc2nc3sc4c(c3c(=O)n2N1)CCCC4	-4%	-7%	2.7%	4%
CCOc1ccc(C(=O)OCc2cc(=O)n3nc(C(C)C)sc3n2)cc1	-4%	-20%	-2.1%	-6%[10.9 µM]
Cc1noc(C)c1-c1ccc2ncnc(N3CCC(C(=O)O)CC3)c2c1	15%	9%	-0.1%[11.4 µM]	3%
O=C(NCc1ccc2c(c1)OCO2)C1CCCN1C(=O)Nc1ccc(F)cc1 (stereo not drawn)	5%	0%	0.5%	17%
N#CCCn1c(=O)c(-c2ccc(F)cc2)nc2cnc(OCc3ccccc3)nc21	2%	-7%	-2.6%[11.4 µM]	-9%
COC(=O)c1c(NC(=O)c2ccoc2C)sc2c1CCC2	0%	6%	0.0%	-1%
COc1cccc(Cn2nc(SC)c(S(=O)(=O)c3ccccc3)c2N(C(C)=O)C(C)=O)c1	11%	2%	9.6%	-8%[10.9 µM]
Cc1ccc(CNC(=O)CN2C(=O)C3CCCCN3c3ccc(C(=O)N(C)C)cc32)cc1 (stereo not drawn)	-7%	-19%	-0.5%	-8%[10.9 µM]
CCOc1ccc(CC(=O)Nc2c(C(=O)c3ccccc3)oc3ccc(OC)cc23)cc1OCC	2%	29%	-2.8%	-21%[10.9 µM]
CCN(CC)C(=O)C1CCCN(Cc2ccc(N(C)C)cc2)C1 (stereo not drawn)	1%	12%	4.2%	-11%
COc1ccc(-c2n[nH]c(=S)n2C2CCCCC2)cc1	11%	28%	?	-9%
COc1ccc(-c2nnc3ccc(SC)nn23)cc1	-5%	-18%	-2.6%	?
CCC(C)[C@@H](C(=O)Nc1ccc(OC)c(OC)c1)N1Cc2ccccc2C1=O (stereo partly drawn)	4%	1%	-1.2%	2%
COc1cccc(-c2nn(C)c3sc(C(=O)NCc4ccc(C)cc4)cc23)c1	13%	6%	?	-3%[10.9 µM]
COc1ccc(NC(=O)CSc2oc(-c3ccco3)nc2S(=O)(=O)c2ccc(Br)cc2)c(OC)c1	6%	-13%	?	-8%[10.9 µM]
CCS(=O)(=O)Nc1cc(-c2nc3cccnc3s2)ccc1C	-9%	-25%	-0.4%	-42%[inhibitor]
COC(=O)C1=C(C)N(Cc2ccccc2)C2=C3C(=O)N(C)C(=O)C3[C@@](O)(C(=O)OC)C(=O)N2C1c1ccccc1 (stereo partly drawn)	-8%&-2%[9.22 µM]	-16%&-9%[9.22 µM]	.	.
CCn1c(=N)c(C(=O)NC2CCCC2)cc2c(=O)n3ccccc3nc21	2%	3%	1.8%	-12%[10.9 µM]
O=C(/C=C/c1ccccc1)OC1CC(O)C2(O)C=CO[C@@H](OC3OC(CO)C(O)C(O)C3O)C12 (stereo partly drawn)	-16%	-15%	.	-4%
Cc1ccc(C(C)C)c(OCCSc2nc(-c3ccccc3F)nc3cc(=O)[nH]n23)c1	0%	17%	0.6%	14%[10.9 µM]
O=C(NCCCNCc1ccccc1)c1ccccn1	0%	-9%	-0.5%	-16%
O=C1c2ccccc2-c2ccc(N=[N+]([O-])c3ccc4c(c3)C(=O)c3ccccc3-4)cc21	0%[9.22 µM]	14%[9.22 µM]	0.5%[11.4 µM]	-10%[10.9 µM]
N#CCCn1c(=O)c(-c2cccs2)nc2cnc(Oc3ccccc3)nc21	9%	3%	0.5%[11.4 µM]	.
Cc1nnc(SCC(C)C)[nH]c1=O	-1%	-7%	0.7%	-6%
CCc1c(C)n2nc(C)cc2[nH]c1=O	0%	0%	1.6%	-4%
Cc1nc2nc(C)c(CCC(=O)NC(C)c3ccc4c(c3)OCCO4)c(C)n2n1 (stereo not drawn)	11%	-9%	-0.2%	-15%
COc1ccc(C(=O)NCc2ccccn2)cc1	-15%	-2%	.	.
Cn1c(=O)c2c(ncn2CC(O)CNc2ccc(Cl)cc2)n(C)c1=O (stereo not drawn)	-1%	9%	-0.1%	-11%
CC(C)CSc1oc(-c2ccco2)nc1S(=O)(=O)c1ccc(Br)cc1	12%	-2%	-5.0%	-14%[10.9 µM]
CN(C)c1ccc(CNC(=O)C2CCN(c3nnc(-n4cccc4)s3)CC2)cc1	-7%	4%	-0.2%	-9%[10.9 µM]
O=C(c1ccccc1Br)N(Cc1ccccc1F)C1CCS(=O)(=O)C1 (stereo not drawn)	15%	1%	?	-6%[10.9 µM]
O=C(CCS(=O)(=O)c1ccc2c(c1)NC(=O)CO2)Nc1cccc(C(F)(F)F)c1	-5%	-2%	?	-9%[10.9 µM]
CCC(=O)Nc1sc2c(c1C(N)=O)CCN(C(C)=O)C2	8%	7%	1.5%	-1%
C=Cc1ccc(Cn2c(C)c(CNCCc3ccccc3C)c(C(=O)O)c2C)cc1	2%	-23%	?	-6%[10.9 µM]
O=c1cc(-c2cccc3ccccc23)[nH][nH]1	-3%	1%	2.0%	21%
CCCN1Cc2cccc(C(=O)N3CCN(c4cc(Cl)ccc4C)CC3)c2C1=O	20%	13%	-1.5%	-12%
COCCn1nnnc1C(c1ccccc1OC)N1CCN(c2ccccc2)CC1 (stereo not drawn)	0%	4%	0.3%	-1%
Cc1noc(C)c1S(=O)(=O)NCC(=O)O	-7%	1%	-0.4%	-5%
Clc1ccccc1-c1ccc(/C=N/n2cnnc2)o1	5%	-3%	-0.5%	1%
CCOc1ccccc1NC(=O)c1cc(=O)c2ccc(C)cc2o1	1%	-18%	-1.7%	-7%[10.9 µM]
CCn1c(CNc2cccc(Cl)c2)nnc1SCC(=O)OC1CCCCC1	0%	-6%	4.6%	-9%

Other records:
SMILES	p53ts 32C kill	p53ts 39C kill	IkB sig inh	Peg3 imprint
COc1ccc(C2=C(C)C(=O)N(Cc3ccc(C(=O)NCc4ccc(C)cc4)cc3)S2(=O)=O)cc1	-1%	-3%	0.2%	-13%[10.9 µM]
O=C(COc1ccc(Cl)cc1Cl)NCc1ccncc1	-4%	0%	0.9%	-14%
O=c1cnc2cncnc2n1Cc1ccccc1Cl	-3%	-15%	?	-25%
Cc1cc(N2CCN(c3ccccc3)CC2)n2cnnc2n1	-1%	12%	?	-7%[10.9 µM]
COc1cccc(NC(=O)Cn2c(=O)n(Cc3ccc(C(=O)NCc4ccc(C)cc4)cc3)c(=O)c3ccccc32)c1	10%	5%	?	-3%[10.9 µM]
CCc1ccc(C2c3c(n[nH]c3C)C(=O)N2c2ccc(C)cc2)cc1 (stereo not drawn)	1%	-22%	2.8%	?
N#CCSc1nc2c(cc1C#N)CCCC2	-2%	-15%	-0.9%	-17%
COc1ccc(-c2cc(OC(=O)c3cccc(Cl)c3)c3c(C)oc(C)c3c(=O)c2)cc1OC	-6%	-17%	2.8%	6%[10.9 µM]
CC(NC(=O)c1cc2ccccc2o1)c1ccccc1 (stereo not drawn)	13%	7%	0.6%	-10%[10.9 µM]
COc1ccc(O)c(C(=O)c2cnn(C(=O)c3cc(C)oc3C)c2)c1	2%	-3%	2.9%	-8%
C=CCSC1=C(C#N)C(c2ccccc2OCC)CC(=O)N1 (stereo not drawn)	-2%	6%	0.4%	-5%
COc1cccc(NC(=O)c2sc3nc(C)c(C(=O)Nc4ccc(C)cc4C)c(-c4cccs4)c3c2N)c1	4%	-8%	?	?
Cc1ccc(OC(=O)CSc2nnc(-c3cccs3)o2)cc1C	3%	7%	?	7%[10.9 µM]
CCCCCCSc1ncc(C#N)c(N)n1	3%	-9%	2.0%	-9%
Cn1c(=O)oc2cc(S(=O)(=O)CCC(=O)NCCc3ccccc3)ccc21	-1%	9%	?	8%[10.9 µM]
O=C(Nc1ccc2oc(-c3ccccc3)nc2c1)c1ccccc1F	-11%	0%	.	.
O=C(NCc1ccc(F)cc1)c1cnc(N2CCCCC2)c2ccccc12	7%	-25%	1.4%	-4%[10.9 µM]
O=C(CCNS(=O)(=O)c1cccs1)NCc1cccs1	-12%	-4%	1.3%	11%
COc1ccc2c(c1)C1(Nc3ccccc3-c3nc4ccccc4n31)C(=O)N2 (stereo not drawn)	22%	6%	2.2%	-2%
Cn1c(CN2CCOCC2)nc2cc(NC(=O)c3ccc(Cl)cc3)ccc21	-15%	-4%	?	-12%
CCn1c(SC/C=C/c2ccccc2)nnc1-c1cnccn1	-6%	-12%	-1.5%	-1%
Cc1ccc(-n2nnnc2SCC(=O)N2c3ccccc3NC(=O)C2(C)C)cc1	3%	-13%	1.3%	-17%
CCC(C(=O)NCc1cccc(Br)c1)n1nc(C)c2c(C)n(-c3ccccc3)nc2c1=O (stereo not drawn)	-1%	-13%	?	-5%[10.9 µM]
COc1cccc(NC(=O)/C(C#N)=C/c2ccc(-c3ccc(C)cc3)o2)c1	-6%	-2%	?	-5%[10.9 µM]
COc1ccccc1N1CCN(Cc2ccc(Br)o2)CC1	-12%	-4%	3.5%	-15%
COc1ccc(-c2oc3ccccc3c(=O)c2O)cc1	-13%	-9%	.	-6%
COc1ccc(OC)c(NC(=O)COC(=O)c2ccc(-n3cnnn3)cc2)c1	-6%	-11%	0.0%	-6%
CCCCC(=O)Nc1cccc(-c2nc3ccccc3s2)c1	-14%	21%	?	-18%[10.9 µM]
CCn1c(=O)cc(SCC(=O)NCCc2ccc(OC)cc2OC)c2ccccc21	4%	0%	?	-5%[10.9 µM]

One compound at a time, from the list above. Values in the order: p53ts 32C kill | p53ts 39C kill | IkB sig inh | Peg3 imprint
Profile of `COc1ccc(OC)c(NC(=O)COC(=O)c2ccc(-n3cnnn3)cc2)c1` = -6% | -11% | 0.0% | -6%
Profile of `CCCCC(=O)Nc1cccc(-c2nc3ccccc3s2)c1` = -14% | 21% | ? | -18%[10.9 µM]
Profile of `CCn1c(=O)cc(SCC(=O)NCCc2ccc(OC)cc2OC)c2ccccc21` = 4% | 0% | ? | -5%[10.9 µM]
Profile of `COc1ccc(-c2oc3ccccc3c(=O)c2O)cc1` = -13% | -9% | . | -6%
